GFP derepression = epigenetic GFP locus derepression in mouse cells; mouse C127i GFP locus derepression, cytometry, 30 h; Potency, µM (top dose mostly 46.1 µM), for inactives: at the top dose GFP derepression (activation); 68,000 compounds, 0.09% hits; also: % of control where 0% means no effect
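Read-out is the number of GFP-positive cells, scored as fluorescent objects 20 to 120 um wide, reflecting derepression of a silenced CMV-GFP reporter in murine C127i cells after 30 h compound exposure at 37 C.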
Pol III holo inh = blocks replication by bacterial DNA polymerase III holoenzyme. Potency, µM (doses to about 57.1 µM), inactives show at the highest dose activity change, negative = inhibition. 71,000 compounds, 0.25% hits. reconstituted DNA polymerase III holoenzyme replication, biochemical; also: potency is read from the fitted curve at half-maximal effect; % is scaled to controls: 0 for no effect and ±100 for the full control effect
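Reconstituted *E. coli* holoenzyme (0.35 nM Pol III, 1 nM beta, 154 nM SSB, 2 nM primase) was preincubated with compound for 15 min at RT. Synthesis on 1.4 nM ssM13Gori ran 35 min, then was stopped with PicoGreen/EDTA and read as dsDNA fluorescence.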
Rhodamine autofl = compound autofluorescence in rhodamine spectral region; max dye-equivalent concentration, M; Rhodamine-region fluorescence, 547/598 nm, Tris buffer; active compounds read high; 59,000 compounds, 0.05% hits; AID 594; in the data active = max dye-equivalent concentration above about 11 nM; inconclusive = between about 1.1 nM and that limit
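Read-out is relative fluorescence at 547 nm excitation and 598 nm emission, expressed as dye-equivalent concentration using rhodamine standards on every plate. Each compound was profiled across a concentration series after 15 min in 100 mM Tris, pH 8.0.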
Ub-GFP proteasome = proteasome inhibitors stabilizing ubiquitin-GFP reporter; Potency, µM (top dose mostly 45.9 µM), for the others: top-dose activation (GFP accumulation), most hits filed as activators; 67,000 tested, under 10 active; Ubiquitin-GFP reporter cells, proteasome inhibition, GFP fluorescence; response scale: untreated = 0%, 10 µM MG-132 = 100%; AID 526; active = well fitted activation curve with a large enough effect, not every such curve was filed as active; inconclusive = small, poorly fitted or top-dose-only effect, or another doubt; inactive = no such curve, though single readings can be large or run the other way; also: potency is read from the fitted curve at half-maximal effect
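Proteasome block read as GFP accumulation: ubiquitin(G76V)-GFP U2OS cells exposed to compound (2.9 nM–46 uM) for 4 hr at 37 C. Normalization used untreated cells as 0% and 10 uM MG-132 as 100%; concentration-response curves fitted.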
HADH2 inh = inhibitors of human HADH2 dehydrogenase | Potency, µM (top dose mostly 57.1 µM), for inactives: at the highest dose activity change, negative = inhibition, usual class: inhibitors | 73,000 compounds, 3.4% hits | recombinant HADH2, NADH fluorescence, beta-hydroxybutyryl-CoA | Q99714; also: potency is read from the fitted curve at half-maximal effect; % is scaled to controls: 0 for no effect and ±100 for the full control effect; nearly all actives have a fitted effect of over 60% in size; many of its hits are not listed in these tables
Target sequence (Q99714 whole entry, looked up, one chain of several): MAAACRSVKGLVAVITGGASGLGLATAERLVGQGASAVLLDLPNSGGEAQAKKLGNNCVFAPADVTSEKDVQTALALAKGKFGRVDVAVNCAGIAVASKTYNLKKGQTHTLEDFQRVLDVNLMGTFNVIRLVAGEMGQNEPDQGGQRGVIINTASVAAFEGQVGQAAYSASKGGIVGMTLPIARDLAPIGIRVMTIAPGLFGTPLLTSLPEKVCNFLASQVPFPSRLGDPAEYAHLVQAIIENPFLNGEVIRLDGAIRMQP
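E. coli-expressed His-tagged HADH2 tested at 20 nM in alkaline Tris buffer (pH 9.0); oxidation of 90 uM beta-hydroxybutyryl-CoA with 1 mM NAD+ tracked fluorimetrically for 4 min.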
TexasRed autofl = compound fluoresces in the Texas Red spectral region; max dye-equivalent concentration, M; AID 587; Compound fluorescence, Texas Red channel, 547/618 nm; active compounds read high; 59,000 compounds, 0.06% hits; in the data active = max dye-equivalent concentration above about 10 nM; inconclusive = between about 1.1 nM and that limit
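Texas Red-region profiling: compounds in 100 mM Tris pH 8.0 were read at 547/618 nm after 15 min at room temperature. Intensities were normalized against a six-point Texas Red standard series to give dye-equivalent concentration.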
Fluorescein fluor = fluorescein region autofluorescence | Compound autofluorescence, 480/540 nm, fluorescein-equivalent; active compounds read high | 59,000 compounds, 0.91% hits | max fluorescein-equivalent concentration, M; in the data active = max fluorescein-equivalent concentration above about 10 nM; inconclusive = between about 1.1 nM and that limit
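Compounds (23 nL) in 100 mM Tris pH 8.0, 15 min at room temperature, then fluorescence read at 480 nm excitation/540 nm emission. Signal converted to fluorescein-equivalent concentration from an on-plate fluorescein standard curve.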
ALOX15 inhib = 15-hLO (ALOX15) enzyme inhibition. P16050. purified 15hLO-1, xylenol orange hydroperoxide absorbance. Potency, µM (top dose mostly 57.1 µM), inactives show top-dose activity change, negative = inhibition, hits mostly inhibitors. 74,000 compounds, 1.4% hits. AID 887; also: potency is read from the fitted curve at half-maximal effect; % is scaled to controls: 0 for no effect and ±100 for the full control effect; nearly all actives have a fitted effect of over 55% in size
Target sequence (P16050 whole entry, looked up): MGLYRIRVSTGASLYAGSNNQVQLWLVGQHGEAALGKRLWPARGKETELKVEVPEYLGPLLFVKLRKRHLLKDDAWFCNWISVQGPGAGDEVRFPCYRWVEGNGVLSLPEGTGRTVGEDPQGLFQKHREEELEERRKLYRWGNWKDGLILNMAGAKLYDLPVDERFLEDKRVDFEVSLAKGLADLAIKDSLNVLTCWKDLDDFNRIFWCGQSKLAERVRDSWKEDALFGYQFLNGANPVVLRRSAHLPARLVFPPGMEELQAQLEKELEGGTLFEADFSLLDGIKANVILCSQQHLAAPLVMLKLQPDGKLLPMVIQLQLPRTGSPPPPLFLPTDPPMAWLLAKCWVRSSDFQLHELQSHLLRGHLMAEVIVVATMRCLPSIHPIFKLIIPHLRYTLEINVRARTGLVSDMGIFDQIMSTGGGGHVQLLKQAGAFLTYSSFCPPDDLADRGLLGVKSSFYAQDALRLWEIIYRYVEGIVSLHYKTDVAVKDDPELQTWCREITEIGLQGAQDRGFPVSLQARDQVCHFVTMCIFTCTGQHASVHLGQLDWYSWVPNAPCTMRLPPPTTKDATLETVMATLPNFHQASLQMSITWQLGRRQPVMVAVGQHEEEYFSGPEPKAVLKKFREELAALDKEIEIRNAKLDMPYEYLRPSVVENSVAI
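Hydroperoxide formed from arachidonic acid (50 uM) by purified human 15hLO-1 (40 nM) oxidizes ferrous iron, and the ferric-xylenol orange complex is read at 573 versus 405 nm. Compounds were preincubated 15 min; reaction ran 6 min at room temperature.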
4-MU autofl = 4-MU region autofluorescence; 59,000 compounds, 11% hits; compound autofluorescence, 340/450 nm, 4-MU equivalents; active compounds read high; AID 589; max dye-equivalent concentration, M; in the data active = max dye-equivalent concentration above about 10 nM; inconclusive = mostly about 1.1 nM to 9.6 nM
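Compounds in 100 mM Tris, pH 8.0, sat 15 min at room temperature before fluorescence was read at 340 nm excitation/450 nm emission; a per-plate six-point 4-MU standard curve converted signals to dye-equivalent concentration at each compound concentration.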
Hsp90 Hop PPI = changes Hsp90-Hop TPR2A binding signal, up or down; Potency, µM (series often up to 57 µM), without a hit: top-dose activity change, negative = inhibition; AlphaScreen TPR2A-His6 binding biotin-Hsp90 C-terminal peptide; 71,000 compounds, 0.44% hits; active = well fitted curve in either direction with a large enough effect; inconclusive = small, poorly fitted or top-dose-only effect, or another doubt; also: potency is read from the fitted curve at half-maximal effect; % is scaled to controls: 0 for no effect and ±100 for the full control effect; many of its hits are not listed in these tables
HBB splice mod = modulators of hemoglobin beta chain splicing; HBB splicing reporter cell assay, activation; EGFP reporter with mutant IVS2-654 intron; response scale: normalised to 500 nM splice-correcting PNA; Potency, µM (series often up to 46.1 µM), for the others: at the top dose activation, actives largely listed as activators; 65,000 compounds, 0.06% hits; AID 925; also: potency is read from the fitted curve at half-maximal effect; 0% is about no effect
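Compounds were applied for 2 days to HeLa EGFP-654 cells, 500/well in Optimem with 2% FCS. The reporter's EGFP is disrupted by mis-splicing of beta-globin intron IVS2-654. Readout: summed well GFP fluorescence from 488 nm laser scanning; reference was 500 nM antisense […] 654 PNA.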
Active calls of the source: *; i = inactive; ? = inconclusive; / = not tested or not shown; [ ] = another dose, or the depositor's remark. Unless noted, calls follow the shape of the dose curve; as a rule, active = well fitted curve in the direction sought with a large enough effect; inconclusive = small, poorly fitted or top-dose-only effect, or another doubt; inactive = no such curve, though single readings can be large; an effect the other way counts as inactive or inconclusive. An excerpt (hit frequency here may not be typical).

Value order: GFP derepression | Pol III holo inh | Rhodamine autofl | Ub-GFP proteasome | HADH2 inh | TexasRed autofl | Fluorescein fluor | ALOX15 inhib | 4-MU autofl | Hsp90 Hop PPI | HBB splice mod
(1) COc1ccc(OC)c(NC(=O)CN2C(=O)c3ccccc3S2(=O)=O)c1
  -2% | -4%[11.4 µM] | / | 0%[9.17 µM] | 6%[11.4 µM] | / | / | -3%[11.4 µM] | / | -10%[11 µM] | -3.4%[0.0738 µM]
(2) O=C(CCn1cccc1)NCc1ccc(Cl)cc1
  6% | 0% | i | 3% | -3% | i | i | 10% | i | -5% | -0.6%
(3) CC(=O)N(c1ccccc1)c1c(F)c(F)c(F)c(F)c1F
  0% | -1% | i | -11% | 12% | i | ? | 14% | i | 0% | -0.6%
(4) COC(=O)N1CCC2(CC1)CN(c1ccccn1)C2
  -2%[9.22 µM] | -7% | i | -6% | -23% | i | ? | 12% | i | -2% | 3.0%
(5) Cc1cc2ncn(/N=C/c3cccnc3)c2cc1C
  4% | -2% | i | -1% | -1% | ? | i | 12% | ? | -1% | -5.4%[0.369 µM]
(6) O/N=C/c1cccn1-c1ccc(O)cc1
  0% | -3% | / | -8% | -9% | / | / | 11% | / | -6% | 0.1%[9.22 µM]
(7) COc1cccc(-c2ccc3ncnc(NCc4ccccc4)c3c2)c1
  2%[9.22 µM] | 1% | i | 1% | ? | i | ? | ? | i | -7% | -0.5%
(8) C=CCC1c2cccc(C(=O)O)c2C(=O)N1c1ccc(F)cc1 (stereo unspecified)
  -3% | -8% | i | 4% | 4% | i | i | 2% | i | -3% | 0.3%
(9) COCCCNc1ccnc2c(Cl)cccc12
  2% | -3% | i | / | -12% | ? | i | 7% | ? | -1% | -2.8%[0.369 µM]
(10) CC(=O)NC(CCS(C)(=O)=O)C(=O)Nc1cc(C)on1 (stereo unspecified)
  / | -3% | / | 3% | 6% | / | / | 13% | / | 0% | -0.5%
(11) Cc1nnc2sc(-c3ccc(NC(=O)CSc4ccc(Cl)cc4)cc3)nn12
  15% | 0% | i | -4% | ? | i | ? | -1% | ? | -5% | 0.6%
(12) CN(C)CCC(=O)c1ccc2c(c1)OCO2
  1% | -5% | i | 2% | ? | i | ? | -17% | i | -1% | -1.1%
(13) Cc1ccc(C)c(S(=O)(=O)NCCOC(=O)Nc2sc(=S)n(C)c2C)c1
  -2% | -7%[11.4 µM] | / | -14%[9.17 µM] | ? | / | / | -24%[11.4 µM] | / | ? | -0.7%[0.0738 µM]
(14) CCCCn1c(SCC(=O)NCc2ccco2)nnc1-c1ccoc1C
  -2% | -6% | i | -16% | -20% | i | ? | -20% | ? | -1% | -0.4%
(15) CCCCCCP(=O)(O)c1ccccc1
  -2% | -3% | / | 6% | -14% | / | / | 5% | / | -3% | 0.6%
(16) COc1ccc(S(=O)(=O)N2CCOCC2)cc1C(=O)Nc1ccon1
  0% | -7% | i | 4% | 0% | i | i | 5% | i | -1% | -0.9%
(17) Cc1cccc(N(CC(=O)NC2CCCC2)C(=O)CS(=O)CC(=O)Nc2ccc3c(c2)OCO3)c1 (stereo unspecified)
  2% | -4% | i | -5% | 5% | ? | i | 0% | i | 1% | /
(18) O=C(Nc1ccc(S(=O)(=O)N2CCOCC2)cc1)c1ccc(Br)o1
  0% | 3% | i | 14% | 0% | i | ? | -21% | i | ? | -1.3%
(19) CN(C)c1ncc2nc(-c3ccccc3)c(=O)n(CCc3ccccc3)c2n1
  3%[9.22 µM] | -5% | i | 0% | -1% | i | ? | ? | 2.1e-08M* | -8% | -0.2%
(20) CC(=O)Nc1ccc(S(=O)(=O)N2CCN(c3cc(C)ccc3C)CC2)cc1
  / | -2% | / | -5% | 4% | / | / | -17% | / | -5% | -0.3%
(21) CCOc1ccc2[nH]c(=O)c(CN(CCCO)C(C)=O)cc2c1
  15% | -3% | i | 4% | ? | i | i | 5% | 3e-07M* | -2% | 0.0%[57.5 µM]
(22) Cn1c(=O)c2c(-c3ccccc3)n(CCCN3CCOCC3)cc2n(C)c1=O
  3% | -2% | i | 2% | ? | ? | ? | -2% | ? | -8% | 2.6%[57.5 µM]
(23) Cn1c2ccccc2c2c(C(=O)N3CCN(c4ccccc4)CC3)cn(C3CCCC3)c(=O)c21
  -2% | -3% | i | 6% | ? | ? | i | -19% | 1.6e-08M* | -12% | -0.9%
(24) Cc1c(CN(C)CCc2ccccc2)c(=O)n(-c2ccccc2)n1C
  -4% | 5%[11.4 µM] | / | -14%[9.17 µM] | 6%[11.4 µM] | / | / | -8%[11.4 µM] | / | -5%[11 µM] | 1.5%[0.0738 µM]
(25) COc1cccc(-c2nc(CS(=O)(=O)CC(=O)N3CCN(c4ccccn4)CC3)c(C)o2)c1
  -7% | -1% | / | -2% | -6% | / | / | -6% | / | -4% | -1.7%
(26) Cc1ccccc1-n1nnnc1SC1CCOC1=O (stereo unspecified)
  1% | -6% | i | -5% | -3% | i | i | 2% | i | -2% | 0.5%[57.5 µM]
(27) C(=C\c1ccccc1)/CSc1nnc(-c2ccncc2)n1Cc1ccco1
  0% | 4% | i | -4% | -18% | i | i | -4% | i | -8% | -0.5%
(28) O=C(CSc1nnc(-c2ccc(Cl)s2)o1)N1CCc2ccccc21
  2% | -8% | i | -10% | ? | i | i | 3% | i | 0% | -2.8%
(29) Oc1ccc2cc(SSc3ccc4cc(O)ccc4c3)ccc2c1
  / | -13% | / | / | 0.04µM* | / | / | ? | / | ? | -1.6%
(30) CCN(CC)CCCC(C)n1c(-c2ccccc2)nc2c(N(CCOC)CCOC)nc(C)nc21 (stereo unspecified)
  / | -3% | / | 3% | -12% | / | / | -21% | / | -4% | -0.1%
(31) COc1ccc(-c2nc(-c3ccc(Br)cc3)no2)c(OC)c1
  1% | 0% | i | 7% | 5% | i | i | -7% | i | 12% | 0.2%
(32) Cc1cc(C)c(C#N)c(SCc2ccc3c(c2)OCO3)n1
  0% | 2% | i | 2% | -20% | i | i | -9% | i | 25% | 0.0%
(33) CCN(CC)S(=O)(=O)c1cccc(C(=O)Nc2ccc(C#N)cc2)c1
  -5% | 0% | i | 8% | 4% | i | i | -12% | i | 3% | 0.4%
(34) CCc1ccc2c(COn3nnc4ccc(S(=O)(=O)N(C)C)cc43)cc(=O)oc2c1
  1% | 0% | i | -2% | -1% | i | ? | 15% | i | -8% | 0.8%
(35) COCc1cc(=O)n2[nH]c(SC)nc2n1
  2% | -5% | i | 2% | 14% | i | i | -2% | i | 2% | -3.7%[57.5 µM]
(36) O=C(CN1CCC(n2nnc3cc(F)ccc32)CC1)NC1CCCCC1
  -2% | -3% | i | 3% | 3% | i | i | -2% | i | -1% | /
(37) N#Cc1c(N)c(C#N)c(-c2ccc(O)cc2)c2c1CCCC2
  2% | 6% | i | -2% | 25µM* | i | ? | ? | 3.4e-07M* | 3% | 5.2%

Part of the list above in order of SMILES length, lowest first:
Value order: GFP derepression | Pol III holo inh | Rhodamine autofl | Ub-GFP proteasome | HADH2 inh | TexasRed autofl | Fluorescein fluor | ALOX15 inhib | 4-MU autofl | Hsp90 Hop PPI | HBB splice mod
(35) COCc1cc(=O)n2[nH]c(SC)nc2n1
  2% | -5% | i | 2% | 14% | i | i | -2% | i | 2% | -3.7%[57.5 µM]
(29) Oc1ccc2cc(SSc3ccc4cc(O)ccc4c3)ccc2c1
  / | -13% | / | / | 0.04µM* | / | / | ? | / | ? | -1.6%
(31) COc1ccc(-c2nc(-c3ccc(Br)cc3)no2)c(OC)c1
  1% | 0% | i | 7% | 5% | i | i | -7% | i | 12% | 0.2%
(36) O=C(CN1CCC(n2nnc3cc(F)ccc32)CC1)NC1CCCCC1
  -2% | -3% | i | 3% | 3% | i | i | -2% | i | -1% | /
(27) C(=C\c1ccccc1)/CSc1nnc(-c2ccncc2)n1Cc1ccco1
  0% | 4% | i | -4% | -18% | i | i | -4% | i | -8% | -0.5%
(22) Cn1c(=O)c2c(-c3ccccc3)n(CCCN3CCOCC3)cc2n(C)c1=O
  3% | -2% | i | 2% | ? | ? | ? | -2% | ? | -8% | 2.6%[57.5 µM]
(34) CCc1ccc2c(COn3nnc4ccc(S(=O)(=O)N(C)C)cc43)cc(=O)oc2c1
  1% | 0% | i | -2% | -1% | i | ? | 15% | i | -8% | 0.8%
(30) CCN(CC)CCCC(C)n1c(-c2ccccc2)nc2c(N(CCOC)CCOC)nc(C)nc21 (stereo unspecified)
  / | -3% | / | 3% | -12% | / | / | -21% | / | -4% | -0.1%
